XBP1 UPR activ = activators of adaptive XBP1 UPR arm, primary screen, cell-based, CHO-XBP1 luciferase reporter, luminescence, uHTS; activation, % at 20 µM; IRE1-XBP1 UPR activation; percent of tunicamycin response, DMSO as zero; 0.33% of 330,000 active;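 active = versus positive control, 20 µM dose yields 30% or more activation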;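 note: 100% = tunicamycin at 10 µg/mL and 0% = DMSO only wells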
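assay system = CHO-XBP1 luciferase reporter cells | amount = 1000 cells/well | buffer or medium = F12 plus 10% FBS | compound dosing = single point, 20 µM final compound, 1% DMSO | incubation = 16-18 h cell attachment at 37 °C, then 6 h compound exposure | detection = Steady-Glo luminescence read | controls = tunicamycin 10 µg/mL and vehicle-only wells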
APJ ag = agonists of human apelin receptor APJ, primary screen, CHO-K1 cells, PathHunter beta-arrestin, luminescence. P35414. 0% DMSO wells, 100% apelin. activation, % at 20 µM. 0.11% of 330,000 active;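 active = activation more than six SD over the plate average, tested at 20 µM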;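 note: 0% = DMSO alone and 100% = apelin-13 at 10 nM; some results filed as inactive read as strong as hits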
Target sequence (P35414 whole entry, looked up): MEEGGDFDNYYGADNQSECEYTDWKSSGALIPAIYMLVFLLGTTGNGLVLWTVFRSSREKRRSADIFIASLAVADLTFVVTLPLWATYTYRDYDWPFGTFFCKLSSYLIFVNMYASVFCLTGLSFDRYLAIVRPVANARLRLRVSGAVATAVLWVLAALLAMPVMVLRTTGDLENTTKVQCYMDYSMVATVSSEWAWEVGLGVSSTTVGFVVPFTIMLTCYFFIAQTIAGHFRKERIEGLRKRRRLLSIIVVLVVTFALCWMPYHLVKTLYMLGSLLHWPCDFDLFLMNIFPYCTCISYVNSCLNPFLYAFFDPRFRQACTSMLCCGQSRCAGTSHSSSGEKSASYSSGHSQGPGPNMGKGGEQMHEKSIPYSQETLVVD
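Incubation: overnight seeding, 90 min compound at 25 °C, 1 h detection; test system: PathHunter CHO-K1 APJ (AGTRL-1) beta-arrestin reporter cells; amount: 1000 cells/well; doses: one dose, 20 µM compound, 1% DMSO; measured by: beta-gal luminescence; measure: agonist-driven arrestin binding to APJ; benchmarks: negative DMSO alone, positive Apelin-13 at 10 nM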
tim10-1 inh = growth inhibitors of tim10-1 mutant yeast, primary screen, luminescence, uHTS; S. cerevisiae tim10-1 ts strain growth, BacTiter-Glo, 24 h; inhibition, % at 20 µM; 2.2% of 330,000 active; AID 463190, 2010;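 active = inhibition of at least 40%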;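 note: mutant grown at 25 °C; 0% = DMSO wells with yeast and 100% = wells holding no yeast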
tim23-1 inh = growth inhibitors of tim23-1 mutant yeast, primary screen, luminescence, uHTS; S. cerevisiae tim23-1 growth, BacTiter-Glo luminescence, 24 h; inhibition, % at 20 µM; 1.3% of 330,000 active; AID 463212, 2010;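 active = growth inhibition of the mutant yeast at or above 50%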;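 note: temperature-sensitive mutant grown at 25 °C; plate controls were DMSO-treated mutant yeast for no effect and medium wells lacking yeast for full effect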
CXCR6 block = CXCR6 receptor inhibitors, primary screen, cell-based, beta-arrestin, luminescence, CHO-K1 PathHunter, 1536-well; C-X-C chemokine receptor type 6 (Homo sapiens), O00574; inhibition, % at 20 µM; 0.36% of 360,000 active; AID 602244, 2012; in the data active = inhibition above about 34%, passing the limit was not always enough;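 note: antagonist mode with CXCL16 agonist at 10 nM final; 0% = 10 nM CXCL16 with DMSO and 100% = unstimulated wells without agonist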
Target sequence (O00574 whole entry, looked up): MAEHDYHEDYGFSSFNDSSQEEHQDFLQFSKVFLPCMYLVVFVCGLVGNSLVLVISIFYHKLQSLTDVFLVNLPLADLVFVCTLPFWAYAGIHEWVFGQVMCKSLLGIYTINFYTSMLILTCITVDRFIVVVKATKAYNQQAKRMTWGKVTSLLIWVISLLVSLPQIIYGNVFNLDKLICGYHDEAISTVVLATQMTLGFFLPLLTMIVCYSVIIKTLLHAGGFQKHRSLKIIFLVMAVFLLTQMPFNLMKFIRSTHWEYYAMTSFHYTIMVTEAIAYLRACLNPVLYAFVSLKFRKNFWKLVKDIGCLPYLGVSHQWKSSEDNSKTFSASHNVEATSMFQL
CHOP UPR activ = activators of apoptotic CHOP UPR arm, primary screen, cell-based, CHO-CHOP luciferase reporter, luminescence, uHTS; UPR activation; percent of tunicamycin response over DMSO baseline; activation, % at 10 µM; 0.34% of 330,000 active;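 active = at 10 µM dose, activation of 40% or more, normalized to positive control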;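 note: 100% = tunicamycin at 10 µg/mL and 0% = DMSO alone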
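System: CHO-CHOP luciferase reporter cell line | Buffer or medium: F12 medium containing 10% fetal bovine serum | Doses: One dose, 10 µM in 0.5% DMSO | Times: 6 h compound exposure at 37 °C after overnight seeding | Signal: Luciferase luminescence | Read-out: % activation vs tunicamycin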
Mdm2-MdmX inh = inhibitors of human Mdm2-MdmX association, primary screen, cell-based, luminescence, split luciferase, SaOS-2, uHTS; AID 485346, 2010; 3% of 330,000 active; inhibition, % at 8 µM; SaOS-2 split-luciferase Mdm2/MdmX complementation; Protein Mdm4 (Homo sapiens) + E3 ubiquitin-protein ligase Mdm2 (Homo sapiens), …;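 active = inhibition of at least 50% at 8 µM in the primary screen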
TIM10 inh = growth inhibitors of isogenic TIM10 control yeast, primary screen, counter-screen for tim10-1 yeast inhibitor project, luminescence, uHTS | S. cerevisiae TIM10 strain growth, BacTiter-Glo luminescence, 24 h | inhibition, % at 10 µM | 1.4% of 330,000 active | AID 463195, 2010;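 active = inhibition of 40% or more at the single tested concentration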;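 note: wild-type TIM10 isogenic control strain grown at permissive 25 °C; 0% = DMSO yeast wells and 100% = minimal medium wells without yeast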
APJ antagonist = antagonists of human apelin receptor APJ, primary screen, CHO-K1 cells, beta-arrestin complementation, luminescence | 0.32% of 330,000 active | inhibition, % at 20 µM | P35414;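 active = inhibition above about 40% at 20 µM, limit read from the data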;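 note: cells challenged with 10 nM apelin-13 agonist together with compound; plate controls were apelin-13 plus DMSO wells for no effect and DMSO wells lacking apelin-13 for full effect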
Active calls of the source: *; . = not tested or not shown. These rows are one share of the data (hit frequency here may not be typical).

mol	XBP1 UPR activ	APJ ag	tim10-1 inh	tim23-1 inh	CXCR6 block	CHOP UPR activ	Mdm2-MdmX inh	TIM10 inh	APJ antagonist
CC1(C(=O)NCCCNc2ncc(C(F)(F)F)cc2Cl)C=CC2(CCCCC2)N1C(=O)c1ccccc1 (stereo unspecified)	-0.2	-1.8	23.8	5.1	.	0.1	-5.3	9.1	-6.1
NC(=O)COc1ccc(/C=C2\C(=O)ON=C2c2ccccc2)cc1	-2.2	-2.4	23.7	29.7	-7.4	5.1	23.8	10.5	-5.5
CC(C)(C)NC(=O)c1ccc(Cn2cc(C(F)(F)F)ccc2=O)cc1	-4.5	-3.1	14.5	12.4	2.2	-1.0	-0.5	-5.2	2.5
CCc1ccc(N(C(=O)C(F)(F)F)C(C(=O)NC2CCCCC2)c2ccncc2)cc1 (stereo unspecified)	2.6	-3.8	-1.0	0.8	-0.6	-0.4	0.9	5.5	-11.2
O=C(Cn1cnc2ccccc2c1=O)OCC(=O)c1ccc2c(c1)OCCO2	0.5	-4.0	8.3	5.3	3.5	-0.1	4.7	8.7	-2.3
O=C(CSC1=NS(=O)(=O)c2cc(F)ccc2N1)NCc1ccccc1	-3.3	-1.3	-5.1	-6.4	9.0	-1.2	25.0	3.6	-25.5
COC(=O)CNC(=O)c1cccc(-c2ccc(OC)cc2)c1	-3.5	-4.0	23.2	17.3	-3.3	1.5	-25.3	-9.4	1.8
Cc1c(C=O)c2ccccc2n1CCOc1ccccc1	5.1	1.7	18.1	36.1	-1.3	2.0	11.3	-7.8	-2.5
COC(=O)c1c(NC(=O)C2C3CCC(O3)C2C(=O)O)sc2c1CCCCCC2 (stereo unspecified)	1.7	-1.9	-2.3	18.5	4.1	0.1	16.6	10.0	12.1
CCc1ccccc1NC(=O)Nc1cccn(Cc2ccccc2F)c1=O	2.5	-0.8	-15.2	15.3	5.0	-2.4	28.6	-5.1	-13.1
O=C(Cc1cccs1)Nc1cccc([N+](=O)[O-])c1	-1.9	-1.5	11.8	19.1	-1.2	0.3	-19.4	10.3	19.9
CCOc1ccccc1NC(=O)CN1C(=O)COc2ccc(S(=O)(=O)N3CCOCC3)cc21	-2.3	-2.2	4.9	-13.8	-1.9	-1.2	5.9	5.2	12.0
c1ccc(C2=NN(c3ccccc3)C(c3ccco3)C2)cc1 (stereo unspecified)	0.3	2.2	28.7	18.3	1.0	-0.8	-22.2	0.8	-9.7
OC1CCCN(CC(O)COC(c2ccc(F)cc2)c2ccc(F)cc2)C1 (stereo unspecified)	0.5	-1.8	7.8	13.3	10.5	1.1	-6.0	-7.4	-9.5
Cc1cc(C)cc(-n2ncc3c2CCCC3NC(=O)CCCn2cncn2)c1 (stereo unspecified)	-0.8	0.3	0.3	2.9	3.2	2.4	-5.2	-2.3	-0.7
CCOC(=O)c1c(-c2ccccc2Cl)csc1NC(=O)CSc1nc(C)cc(=O)[nH]1	1.3	0.5	29.2	28.1	5.8	0.3	-3.6	9.9	-12.0
NC1=NC(=Nc2cccc(S(=O)(=O)N3CCOCC3)c2)c2ccccc21	-2.5	-4.4	17.6	16.9	-4.3	0.0	17.8	-0.6	-11.8
O=C(COc1ncnc2sccc12)Nc1ccc2c(c1)OCCO2	0.7	3.5	17.4	3.0	-5.8	0.3	6.9	5.9	-12.4
CC(=O)Nc1ccc(N/C=C2/CCCC2=O)cc1	2.9	-4.5	-3.9	4.7	-16.0	1.8	12.4	0.4	-0.9
COc1cc(C2CC(=O)Oc3cc(O)ccc32)cc(OC)c1OC (stereo unspecified)	1.9	.	10.0	32.3	5.0	0.4	3.9	-4.2	.
COc1ccc(CN2CCCC(C(=O)N(C)Cc3ccccc3)C2)cc1OC (stereo unspecified)	1.4	-2.4	-13.4	-10.0	9.8	0.0	22.9	-10.9	-17.0
Cc1nnc(SCC(N)=O)n1CCc1ccccc1	-1.6	-1.7	12.6	4.9	-6.3	-1.0	1.9	-8.0	-7.4
Cc1cc(C(=O)Nc2cccc(S(=O)(=O)N3CCCC3)c2)c2ccccc2n1	-0.9	9.3	-3.6	-11.6	-4.9	0.0	3.5	-8.5	-7.3
COc1cc(-c2ccc3oc(-c4ccsc4)cc(=O)c3c2)cc(OC)c1OC	13.1	-2.5	11.4	35.9	7.4	4.1	72.6*	6.0	-4.7

Limited to XBP1 UPR activ, Mdm2-MdmX inh and CXCR6 block, for 2 of the compounds above:
mol,XBP1 UPR activ,Mdm2-MdmX inh,CXCR6 block
Cc1nnc(SCC(N)=O)n1CCc1ccccc1,-1.6,1.9,-6.3
Cc1cc(C(=O)Nc2cccc(S(=O)(=O)N3CCCC3)c2)c2ccccc2n1,-0.9,3.5,-4.9

Other results:
mol	XBP1 UPR activ	APJ ag	tim10-1 inh	tim23-1 inh	CXCR6 block	CHOP UPR activ	Mdm2-MdmX inh	TIM10 inh	APJ antagonist
COCCC(=O)Nc1c(-c2ccccc2)c2cc(Br)ccc2[nH]c1=O	-1.8	-2.9	-25.8	0.8	-3.5	2.5	14.7	-2.1	8.0
O=C(Nc1ccc2ccccc2c1)c1ccc(Br)o1	5.2	0.9	18.3	56.0*	-15.3	5.2	-164.9	19.6	4.6
Cc1cc(-c2ccc(C)c(S(=O)(=O)N3CC(=O)Nc4ccccc43)c2)on1	-1.6	8.0	-5.0	-1.9	0.0	1.6	-1.7	-0.6	7.7
O=C(NCCCCc1ccccc1)c1cc([N+](=O)[O-])cc([N+](=O)[O-])c1	-4.4	2.4	19.1	38.2	-4.7	-0.9	12.4	12.8	-31.4
CCOC(=O)N1CCN(C(=O)CSCC(=O)Nc2nc(-c3ccc4c(c3)OCO4)cs2)CC1	0.6	-0.4	6.4	21.3	-13.3	4.7	11.6	15.1	-1.9
COC(=O)c1ccc(CN2CCCCC2)cc1	0.2	-4.9	3.4	1.9	-7.8	-0.6	19.0	-8.5	13.3
CC1=CC(=C(C#N)c2nc3ccccc3s2)C=C(C)N1c1ccc(F)cc1	3.9	-2.5	21.2	21.2	-1.7	4.8	-15.7	10.9	-1.2
CC(=O)NC(Cc1ccccc1C)C(=O)NC1CCN(c2ncccc2[N+](=O)[O-])CC1 (stereo unspecified)	1.6	-1.9	4.2	12.8	.	0.7	-2.9	19.8	7.3
CSc1ncccc1C(=O)OCC(=O)c1ccc(C)s1	1.7	-1.1	-10.0	-1.5	-0.9	6.9	17.0	-9.9	6.1
CCNc1nc(Oc2ccc(OC)cc2)cc(C(F)(F)F)n1	-4.4	1.4	18.7	29.7	0.6	-2.0	-12.5	7.1	-5.6
CSCC[C@H](NS(=O)(=O)c1ccc(C)cc1)C(=O)N1CCC(C(=O)N[C@H](C(=O)O)c2ccccc2)CC1	-2.4	-4.7	6.5	14.8	-3.6	-2.0	-24.8	-2.0	7.1
Cn1cnnc1SCC(=O)NC1CCCc2ccccc21 (stereo unspecified)	2.4	0.4	6.7	2.8	2.5	-1.3	9.8	4.2	-0.5
CC1CC(C)CN(S(=O)(=O)c2ccc3oc(=O)ccc3c2)C1 (stereo unspecified)	-3.2	-6.5	38.1	47.6	-3.9	0.5	17.9	29.0	-5.9
Cc1cc(C)c(NC(=S)NC(=O)c2c(Cl)c(C)nn2C)c([N+](=O)[O-])c1	-2.1	3.4	28.2	19.8	8.0	2.6	-26.7	22.1	9.8
CCn1c(CCNC(=O)c2ccc(F)cc2)nc2ccccc21	2.8	5.2	14.1	29.3	8.0	-0.1	-1.5	-1.2	-12.4
COc1ccc(OC)c(C2C(C(=O)c3cc4ccccc4o3)=C(O)C(=O)N2c2cc(C)on2)c1 (stereo unspecified)	5.6	-6.3	12.9	11.3	12.7	-0.7	13.2	5.5	13.6
CC1C(=O)NC(=O)C1c1ccccc1 (stereo unspecified)	-3.2	-1.8	-8.1	-15.3	-11.6	-0.5	10.9	4.9	2.5
NC(=O)c1ccsc1NC(=O)c1ccc(S(=O)(=O)N2CCCc3ccccc32)cc1	0.1	-1.4	25.4	37.9	6.7	4.1	59.1*	-3.0	0.9
COc1ccccc1/C=C/C(=O)OCC(=O)NC(=O)NC1CCCC1	-1.9	-0.1	2.6	23.7	-6.1	0.0	9.0	6.1	10.0
O=C1S/C(=C\c2ccc(O)c([N+](=O)[O-])c2)C(=O)N1c1ccccc1Cl	-0.3	-4.2	14.5	47.8	38.0	0.5	15.3	-5.0	32.8
CCN(CC(=O)Nc1ccc2c(c1)OCCO2)C(=O)CSCC(=O)Nc1ccc(C)cc1	-1.0	-3.0	14.5	15.3	-8.2	-0.1	2.3	4.1	0.1
O=C(OCn1cncn1)c1ccc(Cl)cc1Cl	0.8	-2.9	7.8	6.5	1.4	-1.3	-4.4	-3.8	10.8
CCCc1ccc(-c2c(C)sc(NC(=O)c3ccnn3C)c2C#N)cc1	-0.7	8.9	18.8	13.1	-10.9	4.1	15.3	14.3	-9.1
CCCCNC(=S)Nc1cc([N+](=O)[O-])ccc1C	-3.3	-3.9	17.1	20.8	6.2	-0.2	14.7	21.1	15.8
COc1cc(NC(=O)CSc2nnc3ccccn23)cc(OC)c1	-3.2	-4.7	4.2	8.8	2.6	1.6	1.7	2.0	-6.2
CCN1CCN(C(=O)Nc2cccc(C(F)(F)F)c2)CC1	-1.7	-3.4	3.2	5.1	8.8	-0.8	14.1	-12.6	4.8
COc1ccc(CCNS(=O)(=O)c2cccs2)cc1	0.1	-2.3	18.0	-9.2	-5.0	2.1	9.5	-25.8	-2.7
COC(=O)c1ccc(Sc2nnnn2-c2ccccc2)c([N+](=O)[O-])c1	-2.0	2.3	49.9*	41.7	3.4	3.7	68.0*	25.1	-15.5
O=C(OCc1nnc(-c2ccc(Br)cc2)o1)c1ccco1	0.8	1.6	9.5	20.9	-1.2	0.3	27.3	-0.2	9.5
CC(C)n1c(=O)c2c(O)cc(=O)oc2c2ccccc21	1.7	-3.1	4.6	21.6	-5.0	-2.0	-9.7	18.8	3.0
CCOC(=O)C1(S(=O)(=O)c2ccc(Cl)cc2)CCN(Cc2ccccc2)CC1	-3.2	-3.5	39.5	35.9	-2.0	-0.3	17.5	30.9	2.6
COCCNC(=O)Nc1ccc2c(c1)N(C)C(=O)CS2	-3.3	1.0	-21.1	-7.8	-5.8	-1.9	-2.9	-8.6	-10.4

Screening data: PubChem, Sanford-Burnham Center for Chemical Genomics
